Vif-A3F inh: inhibitors of Vif-A3F interaction. HeLa A3F-eYFP + Vif (tagged APOBEC3F with the HIV-1 protein that degrades it), YFP fluorescence increase. Potency, µM (top dose mostly 46.1 µM), without a hit: at the highest dose activity, negative = active. actives 0.2% (n = 390,000); further: potency means the concentration at half of the fitted maximal effect; % of control where 0% means no effect; nearly all actives have a fitted effect of over 65% in size
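HeLa cells stably expressing A3F-eYFP plus Vif, plated and incubated overnight at 37 deg C, then exposed to compounds overnight at 37 deg C. Blocked degradation read as raised yellow fluorescence (Ex 488/Em 500-530).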
GRP78 ERSR act: induces the endoplasmic reticulum stress response in human glioma cells | actives 0.02% (n = 420,000) | U87-MG GRP78 promoter luciferase reporter, 16 h | Potency, µM, for inactives: at the top dose activation, most hits filed as activators; further: potency means the concentration at half of the fitted maximal effect; series mostly up to about 76 µM; % of control where 0% means no effect; nearly all actives have a fitted effect of over 35% in size
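Stably transfected U87-MG glioma cells carrying a GRP78-based luciferase sensor; 16 h compound incubation. Luminescence end-point read 10 min after Bright-Glo addition at room temperature.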
LDHA block: inhibitors of human lactate dehydrogenase A; P00338; purified LDHA, NADH/diaphorase-resazurin fluorescence; stronger effect = lower value; activity change, % (values are at about 110 or 230 µM); actives 0.15% (n = 480,000); in the data active means activity change below about -30%; inconclusive means mostly about -25% to -30%;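 further: plate controls were DMSO wells for no effect and wells without enzyme for full effect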
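Human LDH5 at 2 nM final in Tris HCl pH 7.4 with 0.06 mM NADH and 0.2 mM pyruvate, reacted 5 minutes at room temperature. Remaining NADH coupled via diaphorase/resazurin; resorufin fluorescence read at 0 and 20 minutes, normalized to enzyme-free and DMSO wells.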
Vif-A3G inh: inhibitors of Vif-APOBEC3G interaction | HeLa A3G-eYFP + Vif (tagged APOBEC3G with the HIV-1 protein that degrades it), YFP fluorescence, overnight | AID 602310 | Potency, µM (titrated, usually from 46.1 µM), for inactives: at the top dose activity, negative = active, hits mostly inhibitors | Q9HC16 | actives 0.076% (n = 410,000);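 further: potency means the concentration at half of the fitted maximal effect; on the % scale 0 is the no-effect control and ±100 the full control effect; nearly all actives have a fitted effect of over 60% in size; hits raise eYFP signal because A3G escapes Vif-driven loss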
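Read-out is eYFP fluorescence (Ex 488/Em 500-530) from Vif-expressing HeLa A3G-eYFP cells; more signal means A3G escaped Vif-mediated degradation. Cells plated overnight, compound pinned in, incubated overnight at 37 deg C.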
RXFP1 ag: activates the human relaxin receptor RXFP1; Potency, µM (titrated, usually from 57.5 µM), inactives show top-dose activation, hits mostly activators; actives 0.3% (n = 370,000); HEK293T-RXFP1 cAMP TR-FRET, 30 min; response scale: percent of porcine relaxin response, buffer zero; further: potency means the concentration at half of the fitted maximal effect; on the % scale 0 is the no-effect control and ±100 the full control effect; nearly all actives have a fitted effect of over 60% in size; many of its hits are not listed in these tables
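Agonist response is measured as cAMP accumulation in an RXFP1-transfected HEK293T line under PDE4 inhibition. Values are scaled between buffer-only and 29 nM porcine relaxin, and EC50s come from standard Hill equation fits.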
USP1 inh: blocks the human USP1/UAF1 deubiquitinase complex | O94782 | recombinant USP1/UAF1, Ub-Rhodamine cleavage fluorescence | AID 743255 | actives 0.23% (n = 390,000) | Potency, µM (highest dose often 57.1 µM), for the others: at the top dose activity change, negative = inhibition, most hits filed as inhibitors; further: potency means the concentration at half of the fitted maximal effect; on the % scale 0 is the no-effect control and ±100 the full control effect; nearly all actives have a fitted effect of over 60% in size; inactives centre near -12
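USP1/UAF1 complex (1 nM) preincubated 15 min at room temperature with compound, then Ub-Rho substrate (150 nM final) added. Kinetic fluorescence at 480/540 nm over 6 reads at 60 s intervals; 50 mM HEPES pH 7.8, 0.5 mM EDTA, 0.1 mg/ml BSA, 1 mM TCEP, 0.01% Tween-20.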
mIDH1 inhibitor: human IDH1 R132H inhibition | O75874 | IDH1-R132H enzyme, NADPH consumption, diaphorase/resazurin fluorescence | Potency, µM (top dose mostly 76.6 µM), for inactives: at the highest dose activity change, negative = inhibition, most hits filed as inhibitors | actives 0.093% (n = 390,000); further: potency means the concentration at half of the fitted maximal effect; on the % scale 0 is the no-effect control and ±100 the full control effect; nearly all actives have a fitted effect of over 65% in size
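IDH1-R132H (0.5 ug/mL) preincubated 30 min with compound, then NADPH (0.016 mM) and alpha-KG (2 mM) added; 80 min at RT, pH 7.5. Remaining NADPH coupled via diaphorase/resazurin to fluorescence (540/590 nm); concentration-response curves normalized to no-enzyme control.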
PI4K2A inh: blocks human PI4K2A kinase activity. Q9BTU6. purified PI4K2A, ADP-Glo luminescence, 1 h; stronger effect = lower value. activity change, negative = inhibition, % at 76.9 µM. actives 0.13% (n = 420,000); in the data active means activity change below about -50%; inconclusive means mostly about -30% to -49%;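 further: -100% = wells without enzyme as full effect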
Target sequence (Q9BTU6 whole entry, looked up): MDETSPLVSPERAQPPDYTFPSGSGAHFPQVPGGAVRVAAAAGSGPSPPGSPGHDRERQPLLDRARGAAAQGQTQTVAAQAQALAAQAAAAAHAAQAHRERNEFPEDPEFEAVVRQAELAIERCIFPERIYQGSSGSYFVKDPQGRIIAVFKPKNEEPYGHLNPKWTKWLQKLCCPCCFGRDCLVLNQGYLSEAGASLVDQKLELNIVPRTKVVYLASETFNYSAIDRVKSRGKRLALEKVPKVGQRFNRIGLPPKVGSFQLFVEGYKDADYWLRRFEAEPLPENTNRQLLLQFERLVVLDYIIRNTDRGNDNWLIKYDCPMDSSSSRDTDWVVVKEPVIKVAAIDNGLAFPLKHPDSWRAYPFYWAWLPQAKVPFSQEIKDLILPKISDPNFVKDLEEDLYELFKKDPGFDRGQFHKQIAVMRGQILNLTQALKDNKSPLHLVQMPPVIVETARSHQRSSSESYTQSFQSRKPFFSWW
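ADP-Glo luminescence measured ADP generated by PI4K2A enzyme (4 ug/mL before mixing) with 1.2 mM PI substrate (pre-mix) and 300 microM ATP (pre-mix). Tris pH7.5 buffer with MgCl2, Triton X-100; 1 h reaction at ambient temperature.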
TrxR1 substrate: rat thioredoxin reductase 1 substrate activity; actives 0.01% (n = 390,000); purified TrxR1 substrate turnover, NADPH consumption readout; Potency, µM (highest dose often 114 µM), for inactives: at the highest dose activity change, negative = substrate turnover; O89049; further: potency means the concentration at half of the fitted maximal effect; on the % scale 0 is the no-effect control and ±100 the full control effect; nearly all actives have a fitted effect of over 50% in size
Target sequence (O89049 whole entry, looked up): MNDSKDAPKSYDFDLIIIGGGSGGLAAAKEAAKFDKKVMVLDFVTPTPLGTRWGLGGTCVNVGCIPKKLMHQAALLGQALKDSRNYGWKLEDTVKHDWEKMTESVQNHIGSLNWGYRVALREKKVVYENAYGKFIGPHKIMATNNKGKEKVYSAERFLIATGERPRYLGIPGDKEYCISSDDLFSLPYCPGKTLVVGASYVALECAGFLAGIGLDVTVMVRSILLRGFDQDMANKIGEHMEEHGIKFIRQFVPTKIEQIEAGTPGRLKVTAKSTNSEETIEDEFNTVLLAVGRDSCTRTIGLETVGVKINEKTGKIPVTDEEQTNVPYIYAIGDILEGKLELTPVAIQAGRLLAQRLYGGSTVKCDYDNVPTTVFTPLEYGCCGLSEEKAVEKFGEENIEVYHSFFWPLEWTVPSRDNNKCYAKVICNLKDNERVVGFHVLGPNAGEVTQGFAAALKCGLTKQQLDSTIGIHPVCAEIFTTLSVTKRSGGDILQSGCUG
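Rat TrxR1, dispensed at 90 nM, was prereduced with 400 uM NADPH (final) for 5 min at ~22 deg C, then incubated with compound 15 min before 400 uM selenite. A first-read NADPH fluorescence drop versus no-compound background flagged substrates.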
The depositor's hits bear a star; ? = inconclusive; / = no result given; [ ] = another dose, or the depositor's remark. Unless noted, the call rests on the fitted dose curve; in most records, active means well fitted curve in the direction sought with a large enough effect; inconclusive means small, poorly fitted or top-dose-only effect, or another doubt; inactive means no such curve, though single readings can be large; an effect the other way counts as inactive or inconclusive. The list is partial. The share of hits here may be higher or lower than overall.

mol,Vif-A3F inh,GRP78 ERSR act,LDHA block,Vif-A3G inh,RXFP1 ag,USP1 inh,mIDH1 inhibitor,PI4K2A inh,TrxR1 substrate
COC(=O)C1=C(C)N(c2cccc(C(C)=O)c2)C(=O)C1,-3%,-3%,-4,1%,0.1%,-4%,-1%,0,11%[57.1 µM]
Cc1ccc(NC(=O)COC(=O)Cc2ccsc2)cc1S(=O)(=O)N(C)C,1%,1%,-2,1%,0.0%,-4%,0%,2,-5%
O=C(CCOc1ccccc1)N(Cc1cccnc1)c1nc2ccc(F)cc2s1,-1%,-2%,-7,5%,3.7%,-22%,-1%,6,3%[57.1 µM]
N/C(=N\OC(=O)COc1ccc(Cl)cc1Br)c1ccncc1,3%,3%,-3,-1%,0.5%,-9%,5%,0,5%[57.1 µM]
Fc1ccc(Oc2nnnn2-c2ccccc2)cc1,7%,-2%,-2,1%,-0.5%,-20%,2%,-2,-7%[57.1 µM]
CCC1CCCCN1S(=O)(=O)c1ccc(NC(=O)c2cccs2)cc1 (configuration not stated),-11%,-1%,-2,-10%,1.1%,-12%,10%,-8,6%[57.1 µM]
C=CCC1c2cccc(C(=O)OC)c2C(=O)N1c1ccccc1 (configuration not stated),1%,-6%,-9,0%,-0.2%,-6%,16%,-4,-8%
CCCCCN1C(=O)/C(=C/c2c(N3CCc4ccccc4C3)nc3ccccn3c2=O)SC1=S,?,-1%,-6,?,/,18%,-9%,-2,-6%
CN(C)/[N+]([O-])=N/Oc1ccc([N+](=O)[O-])cc1C(F)(F)F,/,2%,-3,-7%,/,/,/,/,4%[0.457 µM]
N#Cc1ccc(C(=O)CN2CCN(c3ccccc3)CC2)cc1,7%,-2%,-1,-2%,0.4%,-21%,9%,1,6%
CCOC(=O)C(C(=O)Nc1cccc(C)c1)C1CCCCC1 (configuration not stated),-16%,-2%,0,0%,-2.1%,-3%,2%,2,7%
CN1CCN(c2ncc(CN3C(=O)c4ccccc4C3=O)s2)CC1,-2%,2%,2,-10%,13%,-19%,6%,-11,1%
Cc1ccc2c(c1)cc(CN(Cc1cccnc1)C(=O)c1ccccc1)c1nnnn12,-2%,1%,-3,0%,0.8%,-15%,3%,7,1%
Cn1c(N)c(C(=O)COC(=O)c2ccccn2)c(=O)n(C)c1=O,1%,6%,-2,1%,13%,-18%,-1%,2,-4%[57.1 µM]
CCOC(=O)C1=C(C)N=c2s/c(=C\c3ccc(C(=O)O)cc3)c(=O)n2C1c1ccc(F)cc1 (configuration not stated),-10%,-6%,-7,-1%,6.2%,-13%,-15%,3,-12%
COc1ccccc1C1NC(c2ccc3c(c2)OCO3)=CC(c2ccccc2O)N1 (configuration not stated),/,0%,2,-25%,/,/,/,/,-2%
O=C(NCCN1C(=O)S/C(=C\c2ccc(Cl)cc2)C1=O)C1=COCCO1,-7%,-3%,0,0%,/,-7%,-3%,0,-1%
C/C(=N\N=C(/N)SC1CC(=O)N(c2cccc(Cl)c2)C1=O)c1cccs1 (configuration not stated),-9%,-1%,-10,-2%,0.6%,7%,-10%,-4,0%
CN(CC1CCOCC1)C(=O)CC1C(=O)NCCN1Cc1cccc(Oc2ccccc2)c1 (configuration not stated),-15%,-2%,4,1%,-1.3%,-12%,6%,1,4%
CN1CCN(C(=O)CSc2nc(-c3cccs3)ccc2C#N)CC1,-1%,-3%,-2,-6%,1.1%,1%,2%,3,47%[activator][57.1 µM]
CCN1CCCC1CNC(=O)c1cc2cc(F)ccc2[nH]1 (configuration not stated),3%,-2%,-6,0%,0.0%,-23%,-8%,-4,48%[activator]
Cc1cccc(CN2C(=O)c3ccccc3S(=O)(=O)c3ccc(C(=O)NC4CCCCC4)cc32)c1,0%,4%,-11,1%,0.3%,-31%,-4%,-3,6%
S=c1[nH]cnc2scc(-c3ccc(Cl)cc3)c12,?,0%,-7,-5%,2.1%,-17%,0%,-4,-1%[57.1 µM]
CCC1(C)Cc2ccccc2-c2nc3n(c(=O)c21)CC(C(=O)O)S3 (configuration not stated),1%,-4%,-2,-3%,2.7%,3%,1%,7,31%[activator]
CN(NC(=O)COc1ccccc1)C1=NS(=O)(=O)c2ccccc21,5%,-4%,-9,-1%,0.6%,0%,-2%,0,-18%
COc1cc(O)c2c(=O)c(-c3ccc(O[C@@H]4O[C@H](CO)[C@@H](O)[C@H](O)[C@H]4O)cc3)coc2c1,2%,-1%,2,-1%,3.2%,-16%,-1%,-1,7%[57.1 µM]
CN(C)S(=O)(=O)N1CCCN(S(=O)(=O)N(C)C)CC1,-3%,-2%,-7,2%,1.1%,-6%,-7%,4,6%[57.1 µM]
O=S(=O)(c1ccc(Br)s1)N1CCN(c2ccccc2)CC1,-1%,-3%,-4,2%,0.2%,-16%,-2%,-7,-6%
Cc1ccccc1NC(=O)Nc1ccc(C(F)(F)F)cc1,-3%,7%,-4,2%,0.8%,5%,-1%,1,7%[57.1 µM]
CC1NC(=O)c2cccnc2-n2c1nc1ccccc1c2=O (configuration not stated),-1%,-3%,-13,-3%,/,-21%,-9%,-4,/

(further entries)
mol,Vif-A3F inh,GRP78 ERSR act,LDHA block,Vif-A3G inh,RXFP1 ag,USP1 inh,mIDH1 inhibitor,PI4K2A inh,TrxR1 substrate
CCN(CC)CCCNC(=O)c1sc2ncn(CC(=O)Nc3ccc(C)c(Cl)c3)c(=O)c2c1C,-6%,-8%,-4,0%,12%,-1%,3%,-1,-1%
COc1cccc(CNC(=O)CSc2ccc(-c3ccccn3)nn2)c1,14%,-7%,1,3%,-3.4%,-8%,2%,3,-11%
CCCCN(C(=O)CCCc1nc2ccccc2s1)c1c(N)n(CC(C)C)c(=O)[nH]c1=O,5%,-2%,-4,0%,-0.1%,-17%,-2%,2,-6%
Cc1ccccc1CNC(=O)Cc1csc2ccccc12,/,/,6,/,1.2%,11%,/,-5,0%
COc1ccc(CN2CCC(N3CCC(C(=O)N4CCOCC4)CC3)CC2)c(F)c1,-3%,-3%,-7,-3%,0.0%,-15%,9%,1,2%[57.1 µM]
CCCCOc1ccc(N=Cc2cccs2)cc1,10%,3%,7,0%,0.5%,-15%,4%,-6,15%
COc1ccc(OCCn2c(=N)n(CCO)c3ccccc32)cc1,-12%,-3%,-1,0%,0.3%,-5%,-1%,-7,2%
Oc1ccc2ccccc2c1-c1sc(Nc2ccccc2)n[n+]1-c1ccc(F)cc1,-20%,-2%,-8,-6%,-0.9%,265%[activator],2%,-3,-3%
COc1ccc(/C=C/C(=O)Nc2ccccc2)cc1S(=O)(=O)N1CCOCC1,10%,4%,-6,1%,1.2%,-20%,-3%,-2,-2%
CCCCN(CCCC)C1=Nc2ccccc2N/C1=C(/C#N)C(=O)OCC,-14%,-3%,17,-12%,0.1%,?,-1%,-8,-7%
C=CCN=c1scc(-c2ccc(F)cc2)n1/N=C/c1ccccn1,?,4%,0,-5%,1.3%,-18%,4%,2,-4%
CCOC(=O)c1oc2ccc(S(=O)(=O)n3nc(-c4ccccc4OC)cc3N)cc2c1C,-1%,-1%,1,-4%,2.6%,-24%,3%,-2,-10%
COc1cccc(NC(=O)CNC(=O)Cn2cnc3sc4c(c3c2=O)CCCC4)c1,2%,-4%,-1,-9%,10%,?,14%,4,-5%
CC(=O)c1ccc(N2CCN(c3ccc(NC(=O)c4cccs4)cc3C(=O)O)CC2)cc1,1%,-5%,-3,-8%,2.8%,-13%,?,-1,-1%[57.1 µM]
CCOC(=O)C1CCCN(C(=O)c2cc(CN3C(=O)c4ccccc4C3=O)ccc2OC)C1 (configuration not stated),-3%,-7%,-2,0%,1.8%,-14%,8%,5,-1%
Cc1cc(N2CCC(C)CC2)nc2cccc(O)c12,4%,1%,0,1%,2.2%,-19%,3%,-1,3%
COC(=O)c1ccccc1NC(=O)Nc1cnccn1,-8%,-3%,0,0%,2.7%,-22%,1%,6,-2%
Cc1cc(C)cc(N(CC(=O)NCC2CCCO2)C(=O)CCC(=O)Nc2nccs2)c1 (configuration not stated),-5%,1%,0,1%,-0.6%,-16%,2%,0,4%
Cc1c(Cl)cnc(NC(=O)COC(=O)Cc2coc3ccc4ccccc4c23)c1Cl,10%,-3%,2,-27%,0.0%,-22%,3%,146,-1%[57.1 µM]
O=C(CN1CCN(C(=O)C2CCCO2)CC1)Nc1ccc(Cl)cc1 (configuration not stated),-9%,-2%,0,3%,-2.5%,-2%,6%,2,-12%
Cc1cc(CNC[C@H]2O[C@@H](n3ccc(N)nc3=O)[C@H](O)[C@@H]2O)no1,-1%,2%,-3,1%,/,-8%,-10%,-16,/

An excerpt from above in order of molar mass, largest number first:
mol,Vif-A3F inh,GRP78 ERSR act,LDHA block,Vif-A3G inh,RXFP1 ag,USP1 inh,mIDH1 inhibitor,PI4K2A inh,TrxR1 substrate
CCN(CC)CCCNC(=O)c1sc2ncn(CC(=O)Nc3ccc(C)c(Cl)c3)c(=O)c2c1C,-6%,-8%,-4,0%,12%,-1%,3%,-1,-1%
COc1ccc(/C=C/C(=O)Nc2ccccc2)cc1S(=O)(=O)N1CCOCC1,10%,4%,-6,1%,1.2%,-20%,-3%,-2,-2%
COC(=O)c1ccccc1NC(=O)Nc1cnccn1,-8%,-3%,0,0%,2.7%,-22%,1%,6,-2%

Screening results deposited in PubChem by National Center for Advancing Translational Sciences (NCATS).
